aSyn yeast rescue: rescues yeast growth from alpha-synuclein toxicity; S. cerevisiae alpha-synuclein toxicity rescue, BacTiter-Glo growth, 24 h; Potency, µM (highest dose often 46.1 µM), inactives show at the top dose growth rescue (activation), most hits filed as activators; 94,000 compounds, 0.02% hits; AID 1347070; active means well fitted activation curve with a large enough effect; further: 0% is about no effect
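Growth restoration measured by BacTiter-Glo luminescence after 24 hr at 30 deg C; alpha-synuclein yeast, raffinose-pregrown to mid-log, were added at OD600=0.02 in galactose medium onto pinned compounds.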
Active calls of the source: *. Potency means the concentration at half of the fitted maximal effect.

SMILES	aSyn yeast rescue
Cc1cccc(NC(=O)C2CCCN(S(=O)(=O)c3ccc4c(c3)CCCC(=O)N4)C2)c1 (stereo unspecified)	5%
Cc1ccc(CN2CCC(N3CCC(C(=O)NCC4CCCO4)CC3)CC2)o1 (stereo unspecified)	-4%
Cc1ccccc1C(=O)Nc1sc2c(c1C(=O)N1CCCCC1)CCC(C(C)(C)C)C2 (stereo unspecified)	-8%
COc1ccc(NC(=O)c2ccc3ccccc3c2OC)cc1	-4%
Cc1cc(C)c(NC(=O)CSc2nc(-c3ccc(F)cc3)nc3c2Cc2c(CO)cnc(C)c2O3)c(C)c1	0%
CCN(c1ccccc1)c1ccc2cc(S(=O)(=O)N3CCCC3)ccc2n1	3%
COc1ccc(OC)c(NC(=O)c2sc3nc4c(cc3c2N)CCCCCC4)c1	3%
O=C(CSC1=Nc2ccccc2N=C(c2ccc(F)cc2)C1)Nc1ccc(Cl)cc1	-2%
CCCCn1c(N)c(N(CC(C)C)C(=O)C2CCN(S(=O)(=O)c3ccc(C)cc3)CC2)c(=O)[nH]c1=O	2%
CCOc1ccccc1CNC(=O)c1cnn(-c2ccc(C)cc2)c1-n1cccc1	-12%
CC(C)CN(CC(C)C)S(=O)(=O)c1ccc(C(=O)Nc2sc3c(c2C(N)=O)CCN(C(C)C)C3)cc1	-12%
COc1cc(NC(=O)c2sc3nc4n(c(=O)c3c2C)CCCCC4)cc(OC)c1OC	0%
CCCCCCOc1ccc(C(CC(N)=O)C(=O)O)cc1 (stereo unspecified)	13%
Cc1ccc(CNC(=O)CSc2nc3ccccc3nc2Cc2ccc(C)cc2)cc1	6%
N#Cc1c(-c2cccs2)nc(SCc2ccc(Cl)cc2)[nH]c1=O	-2%
CC(=O)c1cccc(NC(=O)C(C)OC(=O)Cc2c[nH]c3ccccc23)c1 (stereo unspecified)	-9%
CN(Cc1ccccc1)C(=O)c1nn2cccnc2c1Cl	4%
O=C(NCCSc1c(-c2ccc(Br)cc2)[nH]c2ccccc12)c1ccc(S(=O)(=O)N2CCOCC2)cc1	4%
O=C(NCCCN1CCOCC1)c1cccc(S(=O)(=O)NCc2ccccc2)c1	-1%
Cc1cc(=O)oc2cc(OCC(=O)N/N=C/c3ccccc3[N+](=O)[O-])ccc12	4%

Reprinted at random: three records from the list.
SMILES	aSyn yeast rescue
Cc1cccc(NC(=O)C2CCCN(S(=O)(=O)c3ccc4c(c3)CCCC(=O)N4)C2)c1 (stereo unspecified)	5%
Cc1ccc(CN2CCC(N3CCC(C(=O)NCC4CCCO4)CC3)CC2)o1 (stereo unspecified)	-4%
CC(C)CN(CC(C)C)S(=O)(=O)c1ccc(C(=O)Nc2sc3c(c2C(N)=O)CCN(C(C)C)C3)cc1	-12%

More compounds:
SMILES	aSyn yeast rescue
Clc1ccccc1N1CCN(Cc2nnc(-c3ccccc3)o2)CC1	10%
COc1ccc2c(c1)CC(C(=O)NCCCN1CCN(c3cccc(Cl)c3)CC1)CO2 (stereo unspecified)	4%
COC(=O)CS(=O)(=O)c1nc2ccccc2nc1N1CCCCC1	7%
Cc1ccc2oc(=O)n(CCNC(=O)Nc3ccccc3Cl)c2c1	-7%
CC(C)COc1ccc(C(=O)Nc2onc3c2CCCC3)cc1	0%
CCOc1nsc(OCC)n1	-4%
COc1ccccc1C(CNC(=O)c1ccc(NS(=O)(=O)c2ccc(F)c(C)c2)cc1)N1CCCC1 (stereo unspecified)	9%
Cc1cc(C(=O)COC(=O)C(C)NC(N)=O)c(C)n1Cc1ccco1 (stereo unspecified)	-5%
CCC(Sc1nc2c(c(=O)n1CC)SC(C)C2)C(=O)OC (stereo unspecified)	-9%
CNC(=O)C1CCC(Cn2c(=O)c3sccc3n(Cc3ccccc3)c2=O)CC1 (stereo unspecified)	8%
COc1cc2cc(C(c3nnnn3C3CCCC3)N3CCc4ccccc43)c(=O)[nH]c2cc1OC (stereo unspecified)	-4%
O=C(Cn1ccc(=O)[nH]c1=O)c1ccc([N+](=O)[O-])o1	4%
O=C1C(Cl)=C(NCc2cccnc2)C(=O)c2ccccc21	2%
Cc1cccc(NC(=O)CN2C(=O)C3(SCC(=O)N3c3ccccc3)c3ccccc32)c1 (stereo unspecified)	-14%
COc1cc(NC(=O)c2cc3nc(-c4ccccc4)cc(-c4ccccc4)n3n2)c(OC)cc1Cl	-12%
CCCCc1nc2sc3c(=O)[nH]c(=S)[nH]c3c2c2c1CCC2	-8%
Cc1cc(C)cc(NC(=O)Cn2c(-c3cncs3)nc3ccccc32)c1	8%
O=[N+]([O-])c1ccc(S(=O)(=O)N2CCn3cccc3C2c2ccc(Br)cc2)cc1 (stereo unspecified)	1%
O=C1CC(C(=O)Nc2ccc(Cl)cc2)S/C(=N\N=C\c2ccco2)N1 (stereo unspecified)	2%
O=C(Cn1cc(SCc2cccc(Cl)c2)c2ccccc21)N1CCCCC1	6%

The list goes on.
SMILES	aSyn yeast rescue
CCN1C(=O)[C@@H]2C(C(=O)c3cnccn3)=NN[C@@H]2C1=O	-8%
Cc1cccc(NC(=O)c2sc3nc(C)nc(N4CCOCC4)c3c2C)c1	14%
CCOc1ccc(S(=O)(=O)N2CCCC(C(=O)N3CCC(C(N)=O)CC3)C2)cc1Cl (stereo unspecified)	-13%
Cc1nnc2ccc(-c3cccc(NS(=O)(=O)c4ccccc4[N+](=O)[O-])c3)nn12	-2%
CCN(c1ccccc1)c1ncnc2c1cnn2-c1ccc(C)cc1C	-12%
O=C(NCCCN1CCOCC1)c1cc(S(=O)(=O)N2CCCCC2)ccc1Cl	-7%
Cc1ccccc1S(=O)(=O)N(C)C[C@@H]1OCc2cnnn2CCCC(=O)N([C@@H](C)CO)C[C@H]1C	-7%
CCc1c(C)sc2c1CCN(C(=O)Nc1ccccc1C(F)(F)F)C2c1ccccc1 (stereo unspecified)	15%
COc1ccc(C(C)=O)cc1CSc1nnc(SCc2cc(C(C)=O)ccc2OC)s1	-7%
COc1ccccc1CNC(=O)c1ccc(CN2CC(=O)N3CCCCC3C2=O)cc1 (stereo unspecified)	-9%
Cc1cccc(Cn2c(=O)n(Cc3ccccc3)c(=O)c3sc4ccccc4c32)c1	-5%
Cc1cc(NS(=O)(=O)c2ccc(NC(=O)c3cc(-c4ccccc4Cl)nc4ccccc34)cc2)no1	2%
COC(=O)NN1C(=O)C(c2ccccc2)=C(c2ccc(Cl)cc2)C1=O	16%
Cc1ccc(C)c(N2CCN(S(=O)(=O)c3cc(C(=O)Nc4ccc(Oc5ccccc5)cc4)ccc3F)CC2)c1	-10%
CC(=O)O/N=C(/c1nonc1N)N(C)C	-6%
Cc1nn2c(=O)cc(COc3ccc(/C=C(\C#N)C(=O)Nc4ccccc4)cc3Cl)nc2s1	-3%
Cc1csc2nc(CNC(=O)CCC(=O)O)cn12	0%
COc1ccccc1CNS(=O)(=O)c1ccc2c(c1)NC(=O)CC(=O)N2	2%
CC1CCCN(C(=O)CSc2ncccn2)C1 (stereo unspecified)	-5%
CCOc1ccc(NC(=O)CSc2nccn2-c2cccc(C)c2C)cc1	12%

Structural class: the compounds so far with a COOH group (2)
SMILES	aSyn yeast rescue
CCCCCCOc1ccc(C(CC(N)=O)C(=O)O)cc1 (stereo unspecified)	13%
Cc1csc2nc(CNC(=O)CCC(=O)O)cn12	0%

The list goes on:
SMILES	aSyn yeast rescue
Cc1cc2nc(-c3ccc(Br)cc3)cc(C(F)(F)F)n2n1	2%
CCCCn1c(N)c(N(CC)C(=O)c2ccccc2F)c(=O)[nH]c1=O	-4%
CCCNC(=O)Cn1c(=O)c2cccn2c2cccnc21	-1%
Cc1nn(C(C)C(=O)Nc2ccccc2C(F)(F)F)c(=O)c2c1sc1ccccc12 (stereo unspecified)	-10%
COc1ccc(/C=C2\Oc3cc(OC(=O)N4CCOCC4)ccc3C2=O)c(OC)c1	-7%
CCc1ccc(CNC(=O)c2ccc(NC(=O)N3CCCCc4ccccc43)cc2)cc1	-2%
COc1ccc(N(CC(=O)N2CCN(c3ccccc3)CC2)S(=O)(=O)c2c(C)noc2C)cc1	-5%
CCOc1ccccc1NC(=O)Cn1cnc2onc(-c3ccc(F)cc3)c2c1=O	14%
COc1ccc(CCNS(=O)(=O)c2ccc3c(c2)CC(C)N3C(=O)C2CCC2)cc1OC (stereo unspecified)	1%
CCOC(=O)c1ccc(NC(=O)CC2C(=O)N(c3ccc(C)cc3)C(=O)N2C2CCCC2)cc1 (stereo unspecified)	-8%
COc1ccc(-n2nc3c(N4CCC(C(=O)N5CCC(C)CC5)CC4)nnc(C)c3c2C)cc1	1%
Cc1sc(NC(=O)/C=C/c2ccco2)c(C(=O)O)c1C	-4%
CCn1nc(C)c(CN2CCCC(CO)(Cc3ccccc3)C2)c1C (stereo unspecified)	-3%
C[C@@H]1CN([C@@H](C)CO)C(=O)CCCn2nncc2CO[C@@H]1CN(C)C(=O)c1ccccc1	2%
Cc1ccc(NC(=O)CSc2ncc3c(n2)-c2ccccc2N(C)S3(=O)=O)c(Cl)c1	1%
COc1cc(Cl)c(S(=O)(=O)N2CCN(c3c(C)cccc3C)CC2)cc1Cl	-6%
Cc1cccc(Cn2cc(/C=C(/C#N)C(=O)Nc3cccc(Cl)c3)c3ccccc32)c1	-1%
CCOc1ccc(C2CC(c3cccc(C)c3)n3ncnc3N2)cc1 (stereo unspecified)	-4%
O=C1CC(c2ccccc2)Cc2[nH]c(=O)c(-c3nc(-c4ccc(Cl)c(Cl)c4)cs3)cc21 (stereo unspecified)	-2%
COc1ccc(-c2noc(CNC(=O)c3ccccc3Br)n2)cc1	2%

Structural class: the entries above with a CF3 group
SMILES	aSyn yeast rescue
CCc1c(C)sc2c1CCN(C(=O)Nc1ccccc1C(F)(F)F)C2c1ccccc1 (stereo unspecified)	15%
Cc1cc2nc(-c3ccc(Br)cc3)cc(C(F)(F)F)n2n1	2%
Cc1nn(C(C)C(=O)Nc2ccccc2C(F)(F)F)c(=O)c2c1sc1ccccc12 (stereo unspecified)	-10%

(list continues)
SMILES	aSyn yeast rescue
Cc1ccc(CNC(=O)c2ccc3c(O)c(S(=O)(=O)c4ccccc4)c(=O)[nH]c3c2)cc1	2%
COc1ccccc1CNC(=O)C1CCC(CNS(=O)(=O)c2ccc3c(c2)CCCC(=O)N3)CC1 (stereo unspecified)	3%
Cc1ccc(N(Cc2cccs2)C(=O)c2ccc(Br)o2)cc1	1%
CC(NC(=O)C1(c2cccs2)CCOCC1)c1ccccc1 (stereo unspecified)	1%
Cc1ccc(/C=C/c2onc(C)c2S(=O)(=O)N2CCC(C(=O)NC(C)(C)C)CC2)cc1	-2%
COc1cc(CN(C(=O)COc2ccc(Cl)cc2)c2ccccn2)cc(OC)c1OC	-4%
CC(CNS(=O)(=O)c1ccccc1)Sc1ncccn1 (stereo unspecified)	-5%
CCOc1ccc(N(CC)S(=O)(=O)N2CCCC(C(=O)NCc3ccc(SC)cc3)C2)cc1 (stereo unspecified)	4%
O=C(c1ccc(Cl)nc1)N1CCC(Cc2ccccc2)CC1	12%
CCOP(=O)(OCC)C(Nc1ccccc1)c1ccc2c(c1)OCO2 (stereo unspecified)	9%
CCNc1ccc(-c2nc(-c3ccncc3)no2)cc1[N+](=O)[O-]	-9%
COC(=O)COc1ccc2c(c1C)O/C(=C\c1ccco1)C2=O	-3%
COc1cccc(-c2cc3nc(-c4ccccc4)cc(N4CCN(C(=O)c5ccoc5)CC4)n3n2)c1	-2%
COc1ccc(-c2ccc(CCC(=O)O)n2CC(=O)Nc2cccc(C(F)(F)F)c2)cc1	-3%
Cc1c(N=C2C=C(Br)C(=O)C(Br)=C2)c(=O)n(-c2ccccc2)n1C	11%
CCOC(=O)c1c(NC(=O)c2nc(S(C)(=O)=O)ncc2Cl)sc(C(C)=O)c1C	0%
COc1ccc(CCNC(=O)CCCn2c(=O)c3cccn3c3ccccc32)cc1OC	1%
CCOC(=O)C1=C(COC(=O)/C=C/c2ccc(SC)cc2)NC(=O)NC1C (stereo unspecified)	0%
COc1cccc2c1Oc1ncccc1N(C(=O)Nc1ccc(F)c(Cl)c1)C2	-6%
CCCCC(Sc1nc2cc3c(cc2c(=O)n1CCCC(=O)NCc1ccc2c(c1)OCO2)OCO3)C(=O)OCC (stereo unspecified)	-2%

Carrying on:
SMILES	aSyn yeast rescue
Cc1c(CNC2CCCCC2)c(C(=O)O)c(C)n1Cc1cccc(Cl)c1	-6%
Cc1ccc2nc(N3CCN(c4cccc(C)c4C)CC3)c3nncn3c2c1	20%
CCCCS(=O)(=O)c1oc(-c2cccs2)nc1S(=O)(=O)c1ccccc1	-10%
O=C1CCSc2ccc(S(=O)(=O)Nc3cccc(C(F)(F)F)c3)cc2N1	8%
Cc1nn(-c2ccccc2)c2sc(C(=O)Nc3ccc(Cl)cc3Cl)cc12	-2%
CN(CC(=O)Nc1ccc(N2CCOCC2)cc1)C(=O)CCNC(=O)c1ccccc1Cl	2%

In the list so far, 6 contain bromine:
SMILES	aSyn yeast rescue
O=C(NCCSc1c(-c2ccc(Br)cc2)[nH]c2ccccc12)c1ccc(S(=O)(=O)N2CCOCC2)cc1	4%
O=[N+]([O-])c1ccc(S(=O)(=O)N2CCn3cccc3C2c2ccc(Br)cc2)cc1 (stereo unspecified)	1%
Cc1cc2nc(-c3ccc(Br)cc3)cc(C(F)(F)F)n2n1	2%
COc1ccc(-c2noc(CNC(=O)c3ccccc3Br)n2)cc1	2%
Cc1ccc(N(Cc2cccs2)C(=O)c2ccc(Br)o2)cc1	1%
Cc1c(N=C2C=C(Br)C(=O)C(Br)=C2)c(=O)n(-c2ccccc2)n1C	11%

High-throughput results: PubChem BioAssay, National Center for Advancing Translational Sciences (NCATS)

An excerpt (hit frequency here may not be typical).
